# AmpC inh no detg = inhibitors of E. coli AmpC beta-lactamase without detergent | AID 485341 | Potency, µM (highest dose often 57.1 µM), inactives show at the highest dose activity change, negative = inhibition, actives largely listed as inhibitors | AmpC nitrocefin hydrolysis, absorbance 480 nm, 0.0001% Triton | P00811 | hit rate 0.52% among 330,000;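 also: potency is read from the fitted curve at half-maximal effect; plate controls were no compound for no effect and no enzyme for full effect; nearly all actives have a fitted effect of over 20% in size; some results filed as inactive show a strong effect at the top dose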
# Target sequence (P00811 whole entry, looked up): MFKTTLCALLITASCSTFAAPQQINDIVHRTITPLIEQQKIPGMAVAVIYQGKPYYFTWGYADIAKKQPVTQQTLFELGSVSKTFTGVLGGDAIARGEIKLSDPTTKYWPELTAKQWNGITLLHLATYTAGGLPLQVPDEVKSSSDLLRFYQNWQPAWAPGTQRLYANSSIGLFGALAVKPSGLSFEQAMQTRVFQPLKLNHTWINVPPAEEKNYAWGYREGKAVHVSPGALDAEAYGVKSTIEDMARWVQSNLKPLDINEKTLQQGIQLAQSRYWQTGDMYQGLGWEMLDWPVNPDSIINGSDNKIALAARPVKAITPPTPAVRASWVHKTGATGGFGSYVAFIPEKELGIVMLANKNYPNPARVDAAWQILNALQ
#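 20 mM phosphate pH 7.0 + 0.01% (detergent screen) or 0.0001% Triton X-100; 5.3 nM AmpC reagent; cpd preinc 15 min RT; nitrocefin (800 uM stock) to start; A480 q20 s × 4 min; Activity was normalised to no-enzyme and no-compound control wells.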
# AmpC detergent = AmpC beta-lactamase inhibition with detergent present. P00811. AmpC hydrolysis of nitrocefin, absorbance 480 nm, 0.01% Triton. Potency, µM (series often up to 114 µM), for the others: top-dose activity change, negative = inhibition, usual class: inhibitors. hit rate 0.041% among 370,000. AID 485294;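 also: potency is read from the fitted curve at half-maximal effect; 0% = no-compound wells and -100% = no-enzyme wells; nearly all actives have a fitted effect of over 25% in size; some results filed as inactive show a strong effect at the top dose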
#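 20 mM phosphate pH 7.0 + 0.01% (detergent screen) or 0.0001% Triton X-100; 5.3 nM AmpC reagent; cpd preinc 15 min RT; nitrocefin (800 uM stock) to start; A480 q20 s × 4 min; Activity was normalised to no-enzyme and no-compound control wells.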
# FBPA Giardia inh = blocks Giardia fructose-bisphosphate aldolase activity | purified Giardia FBPA | hit rate 0.71% among 290,000 | Potency, µM (highest dose often 59.6 µM), for inactives: at the highest dose activity, negative = inhibition, hits mostly inhibitors; also: potency is read from the fitted curve at half-maximal effect; nearly all actives have a fitted effect of over 55% in size
# Target sequence (A8B2U2 whole entry, looked up): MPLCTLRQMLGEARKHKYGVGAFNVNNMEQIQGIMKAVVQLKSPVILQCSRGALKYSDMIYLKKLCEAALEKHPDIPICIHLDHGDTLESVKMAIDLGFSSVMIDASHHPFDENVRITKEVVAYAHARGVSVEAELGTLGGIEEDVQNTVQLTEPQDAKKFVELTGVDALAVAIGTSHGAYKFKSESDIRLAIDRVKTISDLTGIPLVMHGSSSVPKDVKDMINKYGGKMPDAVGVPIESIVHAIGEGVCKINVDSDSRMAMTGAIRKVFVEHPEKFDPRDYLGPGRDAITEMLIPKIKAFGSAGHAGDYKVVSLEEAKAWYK
#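 Giardia FBPA (40 nM reagent) was preincubated 10 min at RT with compound (up to 57.5 uM final), then substrate plus GAPDH/TPI/NAD/arsenate coupling system with diaphorase/resazurin was added; resorufin fluorescence (525/598 nm) was read after 20 min.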
# HCMV inh = blocks human cytomegalovirus replication. HFF cells, HCMV-luciferase reporter, 72 h; active compounds read low. activity change, negative = inhibition, % at 57.5 µM. hit rate 4.5% among 410,000; in the data active = activity change below about -60%; inconclusive = no clear call, values can overlap the other calls; inactive = above about -39%
#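 Two compound doses tested in HFFs infected with HCMV-luciferase, MOI 1 PFU/cell, 72 h at 37C. Lysate luminescence read with OneGlo; data normalized against buffer-only and 10uM Salinomycin inhibitor controls.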
# Sm TGR block = inhibitors of Schistosoma mansoni thioredoxin glutathione reductase | Q962Y6 | purified TGR, DTNB reduction, TNB absorbance 405 nm | Potency, µM (titrated, usually from 114 µM), without a hit: at the top dose activity change, negative = inhibition, most hits filed as inhibitors | hit rate 3% among 360,000 | AID 485364; also: potency is read from the fitted curve at half-maximal effect; nearly all actives have a fitted effect of over 60% in size
#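 Kinetic colorimetric format: TGR-catalysed, NADPH-driven DTNB reduction monitored via TNB absorbance. Enzyme dispensed at 20 nM; compound exposure 15 min at room temperature before reaction start.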
# HCV inh = inhibitors of hepatitis C virus infection | Huh7.5.1 HCVcc-Cre infection, luciferase reporter, 44 h | Potency, µM (doses to about 41.8 µM), inactives show at the highest dose activity change, negative = inhibition, usual class: inhibitors | hit rate 3.4% among 340,000 | AID 651820; also: potency is read from the fitted curve at half-maximal effect
#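 Cells seeded at 1,000/well and cultured 4 h, then compounds added followed by HCVcc-Cre virus (~0.5 moi). After 44 h further culture, luciferase substrate was added, plates held 15 min at room temperature, and luminescence read for 15 sec.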
# Active calls of the source: *; ? = inconclusive; nt = not tested or not shown; & = joins results of further samples; [ ] = dose if it differs, or a comment. Unless noted, calls follow the shape of the dose curve; as a rule, active = well fitted curve in the direction sought with a large enough effect; inconclusive = small, poorly fitted or top-dose-only effect, or another doubt; inactive = no such curve, though single readings can be large; an effect the other way counts as inactive or inconclusive. Unless noted, % is scaled to controls: 0 for no effect and ±100 for the full control effect.
SMILES,AmpC inh no detg,AmpC detergent,FBPA Giardia inh,HCMV inh,Sm TGR block,HCV inh
CC(=O)Nc1ccc(S(=O)(=O)N2CCSC2c2ccccc2)cc1 (configuration not stated),-25.3%,-7.4%,5.5%,-17.7,-11.3%,?
CC1CCCCN1CC(=O)c1ccc2cc[nH]c2c1 (configuration not stated),-47.3%,-14.6%,-16.8%,36.0,8.91µM*,18.7%
O=C(NCc1ccccc1Cl)c1nnc(Cc2ccc(Cl)cc2)o1,nt,12.8%,nt,1.4,7.3%,nt
Cc1nn(-c2ccccc2)c2sc(C(=O)NNC(=O)COc3cccc4ccccc34)cc12,-5.6%,-6.1%,-0.5%,0.7,-1.2%,?
OC[C@@H]1[C@@H](c2ccc(F)cc2)C(c2ccccc2)=NN1c1ccccc1,-10.9%,nt,-7.2%[89.2 µM],-36.8,nt,-5.1%[8.37 µM]
COc1ccc(OC)c(NC(=O)CSc2ncccc2C(=O)O)c1,-17.9%,?,-22.0%,23.5,-15.2%,14.3%
COc1ccc(S(=O)(=O)CCC(=O)N2CCN(c3cccc(Cl)c3)CC2)cc1,73.9%[activator],-3.0%,8.0%,-15.9,-1.0%,-2.3%
Cc1cc(C)n(CC(C)NC(=O)CCc2nnc(CCc3ccccc3)o2)n1 (configuration not stated),28.6%,-7.3%,1.2%,4.8,-5.7%,-2.2%
CCOCCCN(C(=O)CNC(=O)c1ccco1)C(C(=O)NC1CCCC1)c1ccccc1C (configuration not stated),-2.5%,-11.9%,1.5%,-6.9,0.0%,7.4%
CCOc1ccc(C2CC(c3ccc(F)cc3)Nc3nc(N)nn32)cc1 (configuration not stated),1.5%,-12.2%,9.9%,8.6,-9.0%,0.9%
Nc1ncc(N=Nc2cc(C(=O)O)ccc2Cl)s1,-18.3%,-13.0%,-12.5%,-26.3,-15.8%,15.5%
COC(=O)CN(C#N)c1nc(SC)nc(N(C)C)n1,-25.4%,?,0.4%,-27.5,0.4%,-10.5%
COc1ccc(CN2CCNC(=O)C2CC(=O)N2CCCO2)c(OC)c1 (configuration not stated),0.0%,8.9%,-8.5%,52.5,-21.4%,22.2%
Cc1ccc(S(=O)(=O)CCC(=O)OC2CC(C)OC2=O)cc1 (configuration not stated),-24.2%,nt,nt,-0.9,nt,0.1%
O=C(Nc1nonc1-c1ccc(Cl)cc1)c1ccccc1,-28.8%,2.5%,-1.3%,-15.0,-2.3%,3.2%
COC(=O)c1nc(-n2nc(C)cc2C)ccc1Cl,-9.1%,-0.2%,-1.1%,-10.0,-3.7%,5.6%
COc1ccc(NC(=O)CCN2CCN(S(=O)(=O)c3ccc(Br)cc3)CC2)cc1,53.7%,?,nt,?,-3.1%,-25.7%
Cc1ccc(NC(=O)C(Cc2ccccc2)n2cccc2)cc1C (configuration not stated),nt,2.7%,nt,?,-0.5%,nt
COc1ccc(-c2noc(-c3ccccc3C(=O)NCc3ccco3)n2)cc1OC,0.2%,3.0%,0.3%,45.3,?,5.62µM*
O=C(COC(=O)COc1ccccc1)NCc1ccco1,0.2%,-4.3%,nt,-9.3,-23.1%,6.4%
CSCc1ccc(C(=O)N2CCCC(Nc3ccc(F)cc3)C2)o1 (configuration not stated),35.2%,13.0%,nt,16.2,-31.7%,3.5%
Cc1cccc(Cn2c(N(C)CCO)nc3c2c(=O)[nH]c(=O)n3C)c1,11.2µM*,?,1.0%,6.1,5.8%,14.9%
CCOC(=O)CCn1c2nc(C)cc(C)c2c(=O)n1-c1ccccc1,1.3%,-6.7%,0.4%,57.1,-1.7%,3.2%
CCCCNC(=O)c1ccccc1NC(=O)CCSc1ccccc1,6.0%,12.4%,-4.4%,2.2,-3.3%,10.0%
CN1C(C(=O)NCc2cccc(C(F)(F)F)c2)CC2Cn3c(nc4cc5ccccc5cc43)C21 (configuration not stated),165.6%[activator],1.0%,2.6%,16.7,-5.1%,?
# More entries
SMILES,AmpC inh no detg,AmpC detergent,FBPA Giardia inh,HCMV inh,Sm TGR block,HCV inh
Cc1ccc(S(=O)(=O)c2cnc(SCC(=O)Nc3ccc4c(c3)OCCO4)[nH]c2=O)cc1C,nt,18.8%,nt,12.1,-6.0%,nt
CCN1CCN(C(=O)C2CCC(CNS(=O)(=O)c3ccc(NC(C)=O)cc3)CC2)CC1 (configuration not stated),0.0%,-4.7%,nt,19.3,-9.0%,5.3%
Cc1ccc(S(=O)(=O)N(C)C[C@H]2Oc3ccc(NC(=O)Nc4c(C)noc4C)cc3CC(=O)N([C@@H](C)CO)C[C@@H]2C)cc1,213.1%[activator],nt,nt,3.7,nt,5.3%
CCOc1ccc(NS(=O)(=O)c2ccc(C(=O)N3CCCCCC3)cc2)cc1,-20.4%,-16.6%,nt,?,10.7%,-16.9%
CCOc1ccc(NCc2cc3c(C(C)(C)C)nn(-c4ccccc4)c3[nH]c2=O)cc1,-1.7%,11.8%,?,?,0.4%,1.5%
CC1CC(C)CN(C(=O)CSc2ncnc3sccc23)C1 (configuration not stated),-16.6%,-7.1%,nt,?,-12.1%,0.1%
Cc1ccc(-c2cc(C(F)(F)F)n3nc(C(=O)Nc4ccc(Cl)c(C(F)(F)F)c4)cc3n2)cc1,nt,-1.9%,nt,13.3,-0.6%,nt
COc1cc2c(cc1OC)C(COc1ccc3c(C)cc(=O)oc3c1)N(C(=O)c1ccccc1F)CC2 (configuration not stated),nt,4.1%,nt,2.3,1.1%,nt
Cn1nc(-c2ccc(OCC(=O)Nc3ccc(Cl)cc3)cc2)c2ccccc2c1=O,nt,5.9%,nt,34.8,-7.0%,nt
Cc1ccc(CCNC(=O)CCSCc2ccc(Cl)cc2)cc1,-24.4%,0.0%&-1.6%,1.4%,?,0.3%&7.6%,16.1%
Cc1ccc(N2CC(NC(=O)Cc3cccs3)CC2=O)cc1C (configuration not stated),nt,-2.8%,nt,45.6,0.0%,nt
CCN1C(=O)S/C(=C/c2ccc(Sc3nc4ccccc4[nH]3)o2)C1=O,?,?,-10.1%,-65.3*,-2.9%,?
CCOC(=O)c1ccccc1NC(=O)c1c2c(nc3ccccc13)C(=O)N(C1CCCCC1)C2,nt,21.6%,nt,-13.9,-0.1%,nt
Cn1cc(/C=C(\C#N)C(=O)Nc2ncc(Cc3cccc(Cl)c3)s2)c2ccccc21,-9.4%,2.3%,6.8%,nt,4.6%,-17.2%
CCSc1ncnc2sc(C)c(C)c12,-13.5%,4.0%,8.5%,30.4,16.8%,4.6%
CCOC(=O)c1c(NC(=O)c2cc(-c3cccc(Cl)c3)on2)sc(C)c1C,nt,16.1%,nt,27.0,-1.1%,nt
CCOc1ccc(NC(=O)CC2C(=O)N(c3ccc(OC)c(Cl)c3)C(=S)N2C2CC2)cc1 (configuration not stated),-21.1%,1.4%,nt,-33.7,-10.0%,-14.3%
Cc1ccc(C)c(NC(=S)NCCc2ccc(F)cc2)c1,-31.6%,-11.2%,4.5%,?,-11.8%,?
O=C(O)CCCCCNS(=O)(=O)c1c(Cl)cccc1Cl,-12.0%,-8.3%,14.3%,40.7,-1.8%,1.5%
COc1ccc(C(OCC(O)CNC(C)c2ccccc2)c2ccc(OC)cc2)cc1 (configuration not stated),68.5%[activator],-9.5%,10.9%,-22.0,-8.7%,-26.4%
CCN(c1ccccc1)S(=O)(=O)c1cc(NC(=O)CN2CCN(C)CC2)ccc1Cl,64.1%[activator],nt,nt,nt,nt,nt
Cc1cc2cc(C(c3nnnn3Cc3ccco3)N3CCCCC3)c(=O)[nH]c2cc1C (configuration not stated),-18.1%,2.7%,-13.8%,-11.8,39.8µM*,?
COc1ccc(C2c3c(-c4ccccc4O)n[nH]c3C(=O)N2CCc2ccccc2)cc1 (configuration not stated),nt,-4.6%,nt,-67.2*,7.4%,nt
Cc1ccc(NC(=O)CSc2nc3nn(-c4ccccc4)c(=O)c-3c3n2CCCCC3)cc1F,-34.2%,nt,nt,?,nt,?
Cc1ccccc1CNC(=O)c1ccccc1C,-2.1%,?,3.5%,5.5,4.9%,12.0%
# Next section.
SMILES,AmpC inh no detg,AmpC detergent,FBPA Giardia inh,HCMV inh,Sm TGR block,HCV inh
Cc1cc(OCCCCN2C(=O)NC(C)(C)C2=O)cc(C)c1Cl,120.8%[activator],0.4%,-0.2%,-7.1,0.0%,-14.1%
COc1cccc(C(=O)Nc2nc3c(s2)CN(C)CC3)c1,-1.1%,9.3%,nt,138.6,5.2%,-28.7%
Cc1cccc(NC(=O)c2nc[nH]c2C(=O)NCCCNC(=O)c2[nH]cnc2C(=O)Nc2cccc(C)c2)c1,-21.6%,nt,nt,4.8,nt,-6.5%
O=C(Nc1ccc(Cc2ccncc2)cc1)c1cc([N+](=O)[O-])ccc1N1CCOCC1,51.8%,-0.8%,2.0%,?,-0.9%,-11.4%
O=c1c(Cl)c(Cl)cnn1Cc1ccc(F)cc1,4.0%,-1.4%,-6.7%,-99.0*,20µM*,8.91µM*
O=C(Nc1ccc2oc(-c3cc(Br)ccc3Cl)nc2c1)c1cc2ccccc2o1,nt,-0.2%,nt,26.1,13.6%,nt
CCc1ccc(CNC(=O)CCCn2ccc3cc(S(=O)(=O)N4CCCC4)ccc32)cc1,nt,7.8%,nt,-88.6*,0.9%,nt
CCN(CC)CCNC(=O)c1ccc(NC(=O)c2cn(-c3ccccc3)nc2-c2cccs2)cc1,28.0%,-0.2%,-5.1%,-98.1*,-2.3%,11.2µM*
Cc1ccc(Cl)cc1N1CCN(C(=O)C2(S(=O)(=O)c3ccc(Cl)cc3)CC2)CC1,45.3%,-8.1%,-3.0%,30.8,-12.0%,14.1µM*
O=C(c1ccc(NS(=O)(=O)c2cccc(C(F)(F)F)c2)cc1)N1CCCC1,2.2%,-0.5%,nt,-3.7,-13.4%,6.4%
CCOc1ccc(NC(=O)CN2CCN(CC(=O)Nc3ccc4c(c3)OCO4)CC2)cc1,-28.5%,-2.0%,-3.9%,60.7,4.2%,9.6%
Clc1ccc(-c2nc(C3CCCCC3)no2)cc1,-21.4%,-14.6%,4.4%,-0.2,-0.5%,-10.0%
COC(=O)c1ccsc1NC(=O)C1=COCCO1,-16.7%,-14.5%,3.2%,99.3,4.8%,-23.8%
O=C(CSc1nc2ccccc2s1)N1c2ccccc2Sc2ccc(Cl)cc21,-46.1%,-2.9%,nt,-9.4,-12.2%,?
Cc1ccccc1NC(=O)/C(C#N)=C/c1ccc(-c2ccc(Cl)c(C(=O)O)c2)o1,-43.3%,8.4%,14.2%,-5.2,8.1%,10.3%

# Compound profiles, as listed above. Values in the order: AmpC inh no detg	AmpC detergent	FBPA Giardia inh	HCMV inh	Sm TGR block	HCV inh
# `O=C(CSc1nc2ccccc2s1)N1c2ccccc2Sc2ccc(Cl)cc21` in the list: -46.1%	-2.9%	nt	-9.4	-12.2%	?
# `COc1cccc(C(=O)Nc2nc3c(s2)CN(C)CC3)c1` in the list: -1.1%	9.3%	nt	138.6	5.2%	-28.7%
# `COC(=O)c1ccsc1NC(=O)C1=COCCO1` in the list: -16.7%	-14.5%	3.2%	99.3	4.8%	-23.8%
# `Cc1cccc(NC(=O)c2nc[nH]c2C(=O)NCCCNC(=O)c2[nH]cnc2C(=O)Nc2cccc(C)c2)c1` in the list: -21.6%	nt	nt	4.8	nt	-6.5%
